Assay outcomes: PubChem BioAssay, several laboratories
XIAP antagonists – XIAP antagonists, biochemical, IAP family, fluorescence polarization (AID 1018); XIAP BIR domain, fluorescence polarization peptide displacement; higher % means a stronger effect; displacement, % at 20 µM, or IC50 in µM where a hit was titrated; 200,000 compounds, 0.007% hits; in the data active means displacement above about 50%; further: a part of the inactive calls stands beside numbers as strong as those of hits
HIV fusion peptide – inhibitors of HIV fusion peptide binding, primary screen, biochemical, uHTS, fluorescence dequenching (AID 1986) | cell-free peptide binding, fluorescence dequenching, 30 min; higher % means a stronger effect | 290,000 compounds, 0.3% hits | inhibition, % at 20 µM; hits with a dose series show IC50 in µM; in the data active means inhibition mostly above about 52%, no sharp cut-off; inactive means mostly below about 76%; further: some results filed as inactive read as strong as hits
AID2073 – disruptors of CaV2.2 binding to Mint1 – biochemical, HTRF (AID 2073) | 290,000 compounds, 0.19% hits | inhibition, % at 20 µM; hits with a dose series show IC50 in µM | HTRF protein-protein interaction, Mint1-CaV2.2; higher % means a stronger effect; in the data active means inhibition mostly above about 51%, no sharp cut-off; further: some results filed as inactive read as strong as hits
NS5 inhibitors – Dengue-2 NS5 methyltransferase inhibitors, primary screen, biochemical, confirmation dose response (AID 588689); inhibition, % at 25 µM, or IC50 in µM where a hit was titrated; Dengue-2 NS5 methyltransferase capping enzyme assay, biochemical; higher % means a stronger effect; 340,000 compounds, 0.3% hits; in the data active means a potency from the dose series
LYP inhibition – PTPN22 lymphoid phosphatase activity blockers – biochemical, fluorescence intensity, uHTS (AID 1779); recombinant LYP phosphatase, fluorescence intensity; higher % means a stronger effect; inhibition, % at 11.5 µM, or IC50 in µM where a hit was titrated; 290,000 compounds, 0.054% hits;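 further: plate controls were vehicle with enzyme for no effect and no enzyme for full effect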
Myeloid diff MLP – compounds promoting myeloid differentiation; 360,000 compounds, 1% hits; ER-HoxA9 myeloid progenitors, lysozyme-GFP differentiation, flow cytometry; AID 624256; calls only at 10 µM;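 active means normalized GFP-positive differentiation at or above the plate's own cutoff, the solvent-only control mean plus 3 SD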;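 further: cells exposed to compound for four days before flow analysis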
Siah-1 displacement – blockers of Siah-1 interaction with plectin peptide – biochemical, fluorescence polarization, rhodamine-plectin, uHTS, primary screen (AID 1817) | 290,000 compounds, 0.02% hits | displacement, % at 20 µM; hits with a dose series show IC50 in µM | Siah-1 / rhodamine-plectin peptide fluorescence polarization; higher % means a stronger effect;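 active means displacement of at least 50% at 20 µM, with a fluorescence ratio check between 0.3 and a set limit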;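 further: plate controls were Siah plus tracer with DMSO for no effect and tracer alone without Siah for full effect; strong numbers were not always called active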
NOD2 inhibition – inhibition of NOD2-driven NF-kB reporter – cell-based, luminescence, uHTS, HEK293 (AID 1566) | HEK293 NOD2/NF-kB luciferase reporter, luminescence; higher % means a stronger effect | one-dose inhibition, % at 4 µM; EC50 in µM for titrated hits | 290,000 compounds, 0.63% hits; further: many of its hits are not listed in these tables
Hep lipid drop – hepatic lipid droplet formation modulation; AML12 mouse hepatocytes, oleate lipid droplets, BODIPY imaging; inhibition, % at 6.5 µM; 240,000 compounds, 0.4% hits;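 active means lipid droplet intensity inhibited by at least 50%, with more than 500 cells counted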
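Test system: AML12 hepatocytes (mouse); reagent: oleate loading, 100 µM; dosing: one dose, 6.5 µM compound; incubation: overnight exposure; signal: fluorescence imaging, 20x objective, two fields per well; read-out basis: % inhibition of corrected integrated BODIPY droplet signal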
Hep lipid drop cells 6.5 µM – recorded beside Hep lipid drop, whose call it bears; cell count; measured here: cell count, cytotoxicity flag;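 cells counted across two imaged fields per well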
Myeloid diff MLP GFP+ MAC1+ % – also measured in Myeloid diff MLP; calls as there; GFP+ MAC1+ double positive, %; measured here: differentiation confirmed by MAC1 staining
Starred values were filed as active, the others as inactive; & = joins results of further samples. Unless noted, no stated cut-off is given here; in the data, active means inhibition above about 50%; inactive means the rest. This is a subset (hit frequency here may not be typical).

COc1ccc(OC)c(N(CC(=O)N2CCN(Cc3ccccc3)CC2)S(C)(=O)=O)c1 was read as HIV fusion peptide -0.2%, AID2073 5%, NS5 inhibitors -14%, LYP inhibition -8%, Myeloid diff MLP inactive, Siah-1 displacement -5%, NOD2 inhibition 14%, Hep lipid drop -20, Hep lipid drop cells 6.5 µM 833 and Myeloid diff MLP GFP+ MAC1+ % 0.8.
For Cc1ccc2c(C)nc(/N=C(\N)NC(=O)N3c4ccccc4Sc4ccccc43)nc2c1 the results were XIAP antagonists -1.9%, HIV fusion peptide -1.7%, AID2073 -4%, NS5 inhibitors 5%&6%, LYP inhibition -6%, Myeloid diff MLP inactive, Siah-1 displacement -1%, NOD2 inhibition 34%, Hep lipid drop 13, Hep lipid drop cells 6.5 µM 673 and Myeloid diff MLP GFP+ MAC1+ % 0.6&1.0.
`CCOC(=O)C(C)/C(C)=N/NC(N)=S` (centres undefined) gave XIAP antagonists -2.0%, HIV fusion peptide -2.0%, AID2073 -5%, NS5 inhibitors -9%, LYP inhibition -6%, Myeloid diff MLP inactive, Siah-1 displacement -1%, NOD2 inhibition -7%, Hep lipid drop 2, Hep lipid drop cells 6.5 µM 639 and Myeloid diff MLP GFP+ MAC1+ % 0.4.
Screening NS(=O)(=O)c1cccc(NC(=O)Cn2nc(C(=O)O)c3ccccc3c2=O)c1 returned HIV fusion peptide -1.4%, AID2073 9%, NS5 inhibitors -3%, LYP inhibition -5%, Myeloid diff MLP inactive, Siah-1 displacement 0%, NOD2 inhibition 14%, Hep lipid drop 0, Hep lipid drop cells 6.5 µM 789 and Myeloid diff MLP GFP+ MAC1+ % 1.8.
`CC(C)(C)S(=O)(=O)/C(C#N)=N/Nc1ccc(S(C)(=O)=O)cc1` gave XIAP antagonists 0.0%, HIV fusion peptide -0.6%, AID2073 -9%, LYP inhibition -5%, Myeloid diff MLP inactive, Siah-1 displacement 2%, NOD2 inhibition 0%, Hep lipid drop -2, Hep lipid drop cells 6.5 µM 699 and Myeloid diff MLP GFP+ MAC1+ % 0.2.
`NS(=O)(=O)c1ccc(-n2nc(C(=O)O)cc2-c2ccc(Cl)cc2)cc1` gave XIAP antagonists -4.1%, HIV fusion peptide 3.7%, AID2073 2%, NS5 inhibitors 0%, LYP inhibition 0%, Myeloid diff MLP inactive, Siah-1 displacement 8%, NOD2 inhibition 6%, Hep lipid drop 6, Hep lipid drop cells 6.5 µM 732 and Myeloid diff MLP GFP+ MAC1+ % 0.1.
Screening CC1CCCN(C(=O)CSc2nnc(-c3ccco3)n2C)C1 (centres undefined) returned HIV fusion peptide -0.3%, AID2073 11%, NS5 inhibitors 7%, LYP inhibition -2%, Myeloid diff MLP inactive, Siah-1 displacement 0%, NOD2 inhibition 7%, Hep lipid drop -2, Hep lipid drop cells 6.5 µM 801 and Myeloid diff MLP GFP+ MAC1+ % 0.3.
Screening COc1ccc(CNc2ccc3c(c2)CCC3)cc1OC returned XIAP antagonists 1.5%, HIV fusion peptide -2.1%, AID2073 -1%, LYP inhibition -5%, Siah-1 displacement 6%, NOD2 inhibition -1%, Hep lipid drop -5 and Hep lipid drop cells 6.5 µM 722.
For O=C(Nc1ccccc1)c1ccc(OC(=O)c2cc3ccccc3o2)cc1 the results were XIAP antagonists -9.1%, HIV fusion peptide 0.7%, AID2073 16%, NS5 inhibitors -2%, LYP inhibition -1%, Myeloid diff MLP inactive, Siah-1 displacement 3%, NOD2 inhibition -10%, Hep lipid drop 1, Hep lipid drop cells 6.5 µM 709 and Myeloid diff MLP GFP+ MAC1+ % 8.1.
`CC1(C)NC(=O)N(CC(=O)Nc2cc(S(=O)(=O)N3CCOCC3)ccc2N2CCOCC2)C1=O` gave XIAP antagonists -5.9%, HIV fusion peptide -3.2%, AID2073 2%, LYP inhibition -10%, Siah-1 displacement -1%, NOD2 inhibition 10%, Hep lipid drop 1 and Hep lipid drop cells 6.5 µM 666.
OCCNc1cc(-n2nc(-c3ccccc3)cc2-c2ccccc2)ncn1 was read as XIAP antagonists -1.0%, HIV fusion peptide 2.2%, AID2073 4%, NS5 inhibitors 0%, LYP inhibition 3%, Myeloid diff MLP inactive, Siah-1 displacement 2%, NOD2 inhibition 14% and Myeloid diff MLP GFP+ MAC1+ % 0.2.
For CCOc1ccc(-c2ccc(SCC(=O)N3CCN(c4ccccc4)CC3)nn2)cc1 the results were XIAP antagonists -5.5%, HIV fusion peptide 1.6%, AID2073 38%, LYP inhibition 2%, Siah-1 displacement 2%, NOD2 inhibition -16%, Hep lipid drop 2 and Hep lipid drop cells 6.5 µM 574.
Screening CC1CCCN(CCCNC(=O)c2cc3c(s2)-c2ccccc2OC3)C1 (centres undefined) returned HIV fusion peptide -0.3%, AID2073 43%, NS5 inhibitors 2%, LYP inhibition -41%, Myeloid diff MLP inactive, Siah-1 displacement -2%, NOD2 inhibition -1%, Hep lipid drop -10, Hep lipid drop cells 6.5 µM 734 and Myeloid diff MLP GFP+ MAC1+ % 0.5.
For O=C1OC(/C(=C\Nc2ccccc2)[N+](=O)[O-])c2ccccc21 (centres undefined) the results were HIV fusion peptide 0.1%, AID2073 6%, NS5 inhibitors -2%, LYP inhibition -6%, Myeloid diff MLP inactive, Siah-1 displacement 3%, NOD2 inhibition 12%, Hep lipid drop 6, Hep lipid drop cells 6.5 µM 681 and Myeloid diff MLP GFP+ MAC1+ % 0.5.
`Cc1nnc(NC(=O)CSc2nc3c(c(=O)n2C)SC(C)C3)s1` (centres undefined) gave XIAP antagonists -2.4%, HIV fusion peptide -3.1%, AID2073 -8%, NS5 inhibitors -4%, LYP inhibition -2%, Myeloid diff MLP inactive, Siah-1 displacement -3%, NOD2 inhibition 10%, Hep lipid drop -4, Hep lipid drop cells 6.5 µM 580 and Myeloid diff MLP GFP+ MAC1+ % 1.5.

Some of these compounds in order of SMILES length, ascending.
`Cc1nnc(NC(=O)CSc2nc3c(c(=O)n2C)SC(C)C3)s1` (centres undefined) gave XIAP antagonists -2.4%, HIV fusion peptide -3.1%, AID2073 -8%, NS5 inhibitors -4%, LYP inhibition -2%, Myeloid diff MLP inactive, Siah-1 displacement -3%, NOD2 inhibition 10%, Hep lipid drop -4, Hep lipid drop cells 6.5 µM 580 and Myeloid diff MLP GFP+ MAC1+ % 1.5.
Screening CC1CCCN(CCCNC(=O)c2cc3c(s2)-c2ccccc2OC3)C1 (centres undefined) returned HIV fusion peptide -0.3%, AID2073 43%, NS5 inhibitors 2%, LYP inhibition -41%, Myeloid diff MLP inactive, Siah-1 displacement -2%, NOD2 inhibition -1%, Hep lipid drop -10, Hep lipid drop cells 6.5 µM 734 and Myeloid diff MLP GFP+ MAC1+ % 0.5.
Screening NS(=O)(=O)c1cccc(NC(=O)Cn2nc(C(=O)O)c3ccccc3c2=O)c1 returned HIV fusion peptide -1.4%, AID2073 9%, NS5 inhibitors -3%, LYP inhibition -5%, Myeloid diff MLP inactive, Siah-1 displacement 0%, NOD2 inhibition 14%, Hep lipid drop 0, Hep lipid drop cells 6.5 µM 789 and Myeloid diff MLP GFP+ MAC1+ % 1.8.

Other structures:
For Cc1[nH]c(=O)[nH]c(=O)c1S(=O)(=O)N1CCCC1 the results were XIAP antagonists -4.5%, HIV fusion peptide -1.1%, AID2073 2%, NS5 inhibitors 1%, LYP inhibition -5%, Myeloid diff MLP inactive, Siah-1 displacement 1%, NOD2 inhibition -11% and Myeloid diff MLP GFP+ MAC1+ % 0.6.
For CN(C)C(CNC(=O)c1cc(Br)ccc1Cl)c1ccco1 (centres undefined) the results were HIV fusion peptide -0.3%, AID2073 44%, NS5 inhibitors 1%, LYP inhibition -8%, Myeloid diff MLP inactive, Siah-1 displacement -2%, NOD2 inhibition -13%, Hep lipid drop -6, Hep lipid drop cells 6.5 µM 753 and Myeloid diff MLP GFP+ MAC1+ % 0.7.
`Cc1ccc(NC(=O)C2CCCN(c3ncccn3)C2)c(C)c1` (centres undefined) gave HIV fusion peptide 0.1%, AID2073 -5%, NS5 inhibitors -1%, LYP inhibition -8%, Myeloid diff MLP inactive, Siah-1 displacement -1%, NOD2 inhibition -11%, Hep lipid drop 0, Hep lipid drop cells 6.5 µM 818 and Myeloid diff MLP GFP+ MAC1+ % 2.6.
`COc1ccc(-n2c(SCC(=O)Nc3ccc(C)cc3)nc(O)c(Cc3ccccc3)c2=O)cc1` gave HIV fusion peptide 9.0%, AID2073 8%, NS5 inhibitors 7%, LYP inhibition 2%, Myeloid diff MLP inactive, Siah-1 displacement 0%, NOD2 inhibition 4%, Hep lipid drop 0, Hep lipid drop cells 6.5 µM 826 and Myeloid diff MLP GFP+ MAC1+ % 1.1.
COc1cccc(C2(O)CCN(C(=O)Cc3cccnc3)CC2)c1 was read as XIAP antagonists -4.1%, HIV fusion peptide -4.2%, AID2073 -2%, NS5 inhibitors -6%, LYP inhibition -4%, Myeloid diff MLP inactive, Siah-1 displacement -5%, NOD2 inhibition 8% and Myeloid diff MLP GFP+ MAC1+ % 1.1.
C[Si](C)(C)n1ccnc1 was read as HIV fusion peptide -0.3%, AID2073 23%, NS5 inhibitors -4%, LYP inhibition -3%, Myeloid diff MLP inactive, Siah-1 displacement -1%, NOD2 inhibition 7%, Hep lipid drop -1, Hep lipid drop cells 6.5 µM 768 and Myeloid diff MLP GFP+ MAC1+ % 1.4.
Screening CC(=O)NC(Cc1ccc(F)cc1)C(=O)NC1CCN(C(=O)Nc2ccc(F)cc2)CC1 (centres undefined) returned HIV fusion peptide 0.1%, AID2073 11%, NS5 inhibitors 1%, LYP inhibition -10%, Siah-1 displacement 0%, NOD2 inhibition -10%, Hep lipid drop -6 and Hep lipid drop cells 6.5 µM 774.
Cc1cc(C(=O)NC2CCCN(Cc3ccccc3F)C2)no1 (centres undefined) was read as HIV fusion peptide 1.2%, AID2073 -1%, NS5 inhibitors -4%, LYP inhibition -8%, Myeloid diff MLP inactive, Siah-1 displacement 3%, NOD2 inhibition 1%, Hep lipid drop -1, Hep lipid drop cells 6.5 µM 783 and Myeloid diff MLP GFP+ MAC1+ % 0.0.
`CC1(C)CN=C(N(Cc2ccccc2)C(=O)Nc2ccccc2)S1` gave XIAP antagonists -2.9%, HIV fusion peptide -0.9%, AID2073 -1%, NS5 inhibitors 4%, LYP inhibition -4%, Myeloid diff MLP inactive, Siah-1 displacement 3%, NOD2 inhibition 24%, Hep lipid drop -7, Hep lipid drop cells 6.5 µM 739 and Myeloid diff MLP GFP+ MAC1+ % 0.4.
For Cc1ccc(Cn2ncc3c(N4CCN(Cc5ccc(Cl)cc5)CC4)ncnc32)cc1 the results were XIAP antagonists -1.5%, HIV fusion peptide -0.2%, AID2073 -4%, NS5 inhibitors 0%, LYP inhibition -4%, Myeloid diff MLP inactive, Siah-1 displacement 4%, NOD2 inhibition 27% and Myeloid diff MLP GFP+ MAC1+ % 2.7.
CCS(=O)(=O)Nc1cccc(-c2ccc3nnc(C)n3n2)c1 was read as XIAP antagonists -4.9%, HIV fusion peptide -2.8%, AID2073 7%, LYP inhibition -4%, Siah-1 displacement 5%, NOD2 inhibition 2%, Hep lipid drop 0 and Hep lipid drop cells 6.5 µM 699.
